# HTT ATP protect: qHTS Multiplex Assay to Identify Dual Action Probes in a Cell Model of Huntington: Cytoprotection (ATP); PC12 HTT-Q103 induced, cytoprotection, ATP luminescence, 40 h; actives 0.14% (n = 230,000); AID 1471, 2008; Potency, µM (titrated, usually from 56.4 µM), for inactives: cytoprotection (ATP increase), most hits filed as activators;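 further: potency means the concentration at half of the fitted maximal effect; % of control where 0% means no effect; nearly all actives have a fitted effect of over 45% in size; toxic huntingtin expression switched on by the ecdysone agonist tebufenozide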
#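 ATP quantification (ATPlite) reports survival of PC12 cells in which tebufenozide, 100 nM final, switches on Htt exon 1 with 103 glutamines linked to GFP; compounds are titrated.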
# LMNA splice mod: qHTS Assay for Modulators of Lamin A Splicing; HeLa LMNA splicing GFP/RFP minigene ratio, 48 h; Potency, µM (series often up to 46.1 µM), for inactives: at the highest dose ratio change, negative = inhibition, usual class: inhibitors; actives 0.01% (n = 200,000); AID 1487, 2009; active means well fitted inhibition curve with a large enough effect in the signal ratio, with a control signal flat, not every such curve was filed as active; inconclusive means small, poorly fitted or top-dose-only effect, or effect the other way, or a change in a side signal; the % refers to the signal ratio; further: potency means the concentration at half of the fitted maximal effect; on the % scale 0 is the no-effect control and ±100 the full control effect
#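 S3 HeLa stable clones carrying a lamin A-EGFP splicing minigene plus DsRed2 were seeded at 600 cells/well in Opti-MEM with 2% FBS, pin-dosed and incubated 48 h at 37°C. Acumen cytometry (488 nm) gave the GFP/RFP total-intensity ratio.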
# CBFb-RUNX1 inh: qHTS Assay for Compounds Blocking the Interaction Between CBF-beta and RUNX1 for the Treatment of Acute Myeloid Leukemia; Runt-related transcription factor 1 (Homo sapiens) + Core-binding factor subunit beta …; AlphaScreen CBFb-His/RUNX1-biotin binding, biochemical; Potency, µM (highest dose often 59.8 µM), inactives show at the top dose activity, negative = inhibition, actives largely listed as inhibitors; 230,000 tested, under 10 active; AID 1477, 2009; further: % of control where 0% means no effect
# Target sequence (Q01196 whole entry, looked up): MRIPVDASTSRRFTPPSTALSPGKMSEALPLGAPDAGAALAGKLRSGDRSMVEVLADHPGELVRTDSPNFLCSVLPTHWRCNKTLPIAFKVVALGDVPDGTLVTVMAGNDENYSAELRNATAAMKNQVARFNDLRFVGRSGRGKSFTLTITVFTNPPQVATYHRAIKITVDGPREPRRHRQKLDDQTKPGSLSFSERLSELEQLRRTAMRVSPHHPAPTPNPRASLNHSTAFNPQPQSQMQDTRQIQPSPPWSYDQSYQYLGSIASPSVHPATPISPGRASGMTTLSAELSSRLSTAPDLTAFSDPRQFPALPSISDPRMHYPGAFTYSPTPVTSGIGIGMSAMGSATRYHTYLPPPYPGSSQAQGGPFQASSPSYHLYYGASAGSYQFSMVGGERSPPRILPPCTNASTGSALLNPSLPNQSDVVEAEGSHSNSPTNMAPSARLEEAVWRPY
# Target sequence (Q13951 whole entry, looked up): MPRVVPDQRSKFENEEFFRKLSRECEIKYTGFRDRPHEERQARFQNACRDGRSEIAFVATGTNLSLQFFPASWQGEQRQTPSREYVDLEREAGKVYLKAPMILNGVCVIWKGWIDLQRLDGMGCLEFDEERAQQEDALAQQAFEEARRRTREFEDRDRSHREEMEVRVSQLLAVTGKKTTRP
#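 Proteins preincubated together for 20 min at RT before compound addition; 15 min later, nickel and streptavidin beads were added and left 90 min prior to AlphaScreen measurement.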
# HttQ103 aggreg: qHTS Multiplex Assay to Identify Dual Action Probes in a Cell Model of Huntington: Aggregate Formation (GFP) | PC12 HttQ103-GFP aggregates, Acumen cytometry, 40 h | actives 1.1% (n = 220,000) | Potency, µM (series often up to 46.1 µM), without a hit: top-dose activity change, negative = inhibition, most hits filed as inhibitors | AID 1688, 2009; further: potency means the concentration at half of the fitted maximal effect; on the % scale 0 is the no-effect control and ±100 the full control effect; nearly all actives have a fitted effect of over 60% in size
#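 Quantitative HTS on tebufenozide-induced (100 nM) PC12 cells stably expressing polyQ103 Huntingtin exon 1–GFP. Reduction of bright GFP aggregates, detected by laser scanning cytometry after lysis, identified actives across the titration.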
# aGlu spleen mod: qHTS Assay for Inhibitors and Activators of Human alpha-Glucosidase From Spleen Homogenate; Potency, µM (highest dose often 79.9 µM), without a hit: at the top dose activity change, negative = inhibition, hits mostly inhibitors; human spleen homogenate, 4-MU-alpha-glucoside fluorescence; actives 0.006% (n = 240,000); Lysosomal alpha-glucosidase (Homo sapiens), P10253;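 further: potency means the concentration at half of the fitted maximal effect; 0% = enzyme with vehicle and -100% = no enzyme basal signal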
#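 Human spleen homogenate (1 ug) with 4-methylumbelliferyl-alpha-D-glucopyranoside (1 mM final) in 50 mM citrate/phosphate pH 5.0, 0.01% Tween-20; 40 min at 37 C. Stopped at pH 10; 4-MU fluorescence Ex 365/Em 440 nm; AC50 by Hill fit.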
# GAA inh: qHTS Assay for Inhibitors of Human alpha-Glucosidase as a Potential Chaperone Treatment of Pompe Disease | purified human GAA, 4-MU-alpha-glucoside fluorescence | actives 0.005% (n = 200,000) | Potency, µM (series often up to 76.9 µM), inactives show top-dose activity change, negative = inhibition, hits mostly inhibitors;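 further: potency means the concentration at half of the fitted maximal effect; plate controls were uninhibited enzyme wells for no effect and no-enzyme background for full effect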
#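 qHTS format, compound range up to 77 uM. Human lysosomal enzyme at 4 nM, 400 uM 4-MU glucoside substrate, pH 5.0, 20 min room temperature; fluorescence after alkaline stop gives activity normalized to controls.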
# GAA glycogen mod: qHTS Assay for Inhibitors and Activators of Human alpha-Glucosidase Cleavage of Glycogen; Lysosomal alpha-glucosidase (Homo sapiens), P10253; recombinant GAA, glycogen substrate, Amplex Red glucose oxidase fluorescence; Potency, µM (highest dose often 76.4 µM), without a hit: at the top dose activity change, negative = inhibition, usual class: inhibitors; actives 0.38% (n = 300,000); AID 2100, 2009;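 further: potency means the concentration at half of the fitted maximal effect; 0% = full enzyme reaction and -100% = no-enzyme basal signal; the screen sought inhibitors and activators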
#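 qHTS, 1536-well; enzyme 4 nM final; cpd up to 77 uM; substrate bovine liver glycogen 30 ug; 50 mM citrate/phosphate pH 5.0, 0.01% Tween-20; 37 C, 40 min; Amplex Red detection 45 min RT; Hill fit → AC50.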
# Active calls of the source: *; ? = inconclusive; · = not tested or not shown; & = joins results of further samples; [ ] = remark or other dose. Unless noted, the call rests on the fitted dose curve; in most records, active means well fitted curve in the direction sought with a large enough effect; inconclusive means small, poorly fitted or top-dose-only effect, or another doubt; inactive means no such curve, though single readings can be large; an effect the other way counts as inactive or inconclusive.
SMILES	HTT ATP protect	LMNA splice mod	CBFb-RUNX1 inh	HttQ103 aggreg	aGlu spleen mod	GAA inh	GAA glycogen mod
Cn1c(CC(=O)Nc2ccc(Cl)c(Cl)c2)nnc1SCC(=O)NCc1ccccc1	14%[10 µM]	·	-5%	-13%	2%	-1%	0%
O=C(CCC1CCCN(C(=O)COc2ccccc2)C1)N1CCN(c2ccccn2)CC1 (stereo not drawn)	-4%[10 µM]	·	6%	7%[9.22 µM]	1%	-9%	-9%
COC(=O)Cc1ccc(NC(=S)N2CCCC(CO)C2)cc1 (stereo not drawn)	-9%[10 µM]	-15%	-8%	14%	-3%	3%	-10%
Cc1ccc(N2C(=O)CC(N(O)C3CC(=O)N(c4ccc(C)cc4)C3=O)C2=O)cc1 (stereo not drawn)	-2%	0%	3%	18%	-4%	9%	?
Cc1ccc(Nc2nc(N)nc(CSc3nnc(C)s3)n2)cc1	19%[10 µM]	·	10%	2%[9.22 µM]	1%	·	6%
CN(C(=O)c1c[nH]c(=O)cc1C(F)(F)F)c1ccc(Cl)cc1	8%[10 µM]	·	-4%	0%[9.22 µM]	8%	·	-13%
CCC(=O)NCCc1nc2ccccc2n1CC	6%[10 µM]	3%	9%	-2%	1%	3%	5%
CC(C)c1nnc(NC(=O)c2ccc(S(=O)(=O)N3CCOCC3)cc2)s1	6%[10 µM]	-11%	-3%	-6%	11%	-1%	-4%
CN1CCN(S(=O)(=O)c2ccc(NC(=O)Nc3cccc(Cl)c3)cc2)CC1	0%[0.074 µM]	-19%	0%	-1%	-4%	?	0%
O=C(O)CCCCCNC(=O)c1cccc(Br)c1	-3%	?	2%	16%	12%	-9%	6%
O=C(CSc1nnnn1-c1ccc(O)cc1)Nc1cccc(S(=O)(=O)N2CCCC2)c1	4%	?	-4%	-6%	-7%	-6%	-1%
CCOc1ccc2nc(NC(=O)C(NS(=O)(=O)c3cccs3)C(C)C)sc2c1 (stereo not drawn)	2%[10 µM]	-16%	6%	-17%	0%	4%	2%
Cc1ccccc1-n1c(SCC(=O)c2cc(C)n(C)c2C)nnc1-c1ccncc1	8%[10 µM]	-12%	-9%	-12%[9.22 µM]	-2%	1%	-2%
CCOC(=O)n1c(=O)oc2cc(S(=O)(=O)N3CCCCC3)ccc21	5%[0.074 µM]	?	3%	-18%	-9%	-5%	-5%
COc1ccccc1Cc1noc(-c2cc(Cl)ccc2OC)n1	-2%[0.074 µM]	14%	11%	10%	-6%	-9%	-4%

# The last five compounds of the part before open the next one.
SMILES	HTT ATP protect	LMNA splice mod	CBFb-RUNX1 inh	HttQ103 aggreg	aGlu spleen mod	GAA inh	GAA glycogen mod
O=C(CSc1nnnn1-c1ccc(O)cc1)Nc1cccc(S(=O)(=O)N2CCCC2)c1	4%	?	-4%	-6%	-7%	-6%	-1%
CCOc1ccc2nc(NC(=O)C(NS(=O)(=O)c3cccs3)C(C)C)sc2c1 (stereo not drawn)	2%[10 µM]	-16%	6%	-17%	0%	4%	2%
Cc1ccccc1-n1c(SCC(=O)c2cc(C)n(C)c2C)nnc1-c1ccncc1	8%[10 µM]	-12%	-9%	-12%[9.22 µM]	-2%	1%	-2%
CCOC(=O)n1c(=O)oc2cc(S(=O)(=O)N3CCCCC3)ccc21	5%[0.074 µM]	?	3%	-18%	-9%	-5%	-5%
COc1ccccc1Cc1noc(-c2cc(Cl)ccc2OC)n1	-2%[0.074 µM]	14%	11%	10%	-6%	-9%	-4%
CCC(=O)NS(=O)(=O)c1cccnc1Nc1ccc(Cl)cc1	6%	12%	3%	-7%	0%	-2%	-6%
Nc1ccc(S(=O)(=O)NNC(=O)C(=O)NNc2ccccc2)cc1	14%[10 µM]	?	4%	-3%	-1%	6%	?
Cc1ccn2cc(C(=O)Nc3ccccc3N3CCOCC3)nc2c1	-23%	?	-8%	20%	-2%	0%	11%
CCCCOC(=O)NCN1C(=O)C2C3C=CC(C3)C2C1=O (stereo not drawn)	9%	8%	7%	-4%	1%	0%	0%
COc1ccccc1N1CCN(CC(=O)Nc2c(C)n(C)n(-c3ccccc3)c2=O)CC1	21%[10 µM]	·	-6%	-17%	·	2%	6%
O=C(N1CCOCC1)C12CC3CC(C1)CC(c1ccccc1)(C3)C2	3%	1%	2%	2%	-8%	0%	-3%
O=C(COC(=O)c1ccccc1Oc1ccccc1)NC1CC1	·	·	9%	-3%	-2%	3%	12%
C#CC[N+]1(CC#Cc2cccc(C)c2)CCCCC1	·	·	4%	?	5%	4%	-7%
Cc1nn(C(C)(C)C)c(C)c1/C=N/OC(=O)Nc1ccc(Cl)c(Cl)c1	-5%[10 µM]	·	13%	7%[9.22 µM]	-3%	1%	-6%
O=C(NCCN1C(=O)C2C3C=CC(C3)C2C1=O)N1CCCCC1 (stereo not drawn)	-11%[10 µM]	-11%	7%	8%	-5%	-8%	2%
O=C(Nc1ccc2oc(-c3ccncc3)nc2c1)c1c(F)c(F)c(F)c(F)c1F	-4%	0%	10%	-10%	-6%	-3%	0%
CCOc1ccc(N2C(=O)CC(N(O)c3ccccc3)C2=O)cc1 (stereo not drawn)	-28%[0.074 µM]	-4%	-1%	9%	7%	-2%	?
CC(=O)Cc1cc(O)c2ccccc2c1OC(=O)c1ccccc1	-198%[inhibitor]	?	-7%	2%[9.22 µM]	-8%	?	8.9µM*
CC1=C(C(=O)O)N2C(=O)C(NC(=O)C(N)c3ccccc3)C2SC1 (stereo not drawn)	?	·	-7%	·	-11%	·	·
O=C(COC(=O)c1ccccc1Nc1ccccc1)c1ccccc1	-23%	12%	?	-7%	3%	2%	-13%

# (further entries)
molecule,HTT ATP protect,LMNA splice mod,CBFb-RUNX1 inh,HttQ103 aggreg,aGlu spleen mod,GAA inh,GAA glycogen mod
Cc1cc(NC(=O)CSc2nnc(C3COc4ccccc4O3)o2)no1 (stereo not drawn),15%,6%,-5%,5%,6%,-8%,-10%
COc1cccc(NC(=O)C(NCC2CCCCC2)c2ccccc2)c1 (stereo not drawn),-11%[10 µM],2%,-3%,27%,-3%,?,-2%
CC(Sc1nc(N)cc(=O)[nH]1)C(=O)Nc1cccc(Cl)c1 (stereo not drawn),12%[10 µM],?,22%,-8%,0%,5%,-5%
O=C(Nc1cccc(C(F)(F)F)c1)C(=O)N1CCCCC1,-1%[10 µM],·,6%,-14%[9.22 µM],0%,·,4%
O=C(c1cccs1)N1CCc2c([nH]c3ccccc23)C1c1ccc(Cl)cc1 (stereo not drawn),-33%,?,-17%,-16%,-6%,-9%,-11%
CCOC(=O)C1=C(c2ccccc2)NC(SCC)=C(C#N)C1c1cccnc1 (stereo not drawn),2%[10 µM],-6%,10%,-7%,-12%,?,-10%
COc1ccc(CCNC(=O)CSc2nncs2)cc1,·,6%,6%,2%,-3%,7%,4%
O=C(Cn1cc([N+](=O)[O-])cn1)NCc1ccc(-n2cccn2)cc1,11%[10 µM],?,5%,-1%[9.22 µM],5%,-10%,-5%
COc1ccc(CCn2c(C)cc(C(=O)CSc3nnnn3-c3ccccc3)c2C)cc1,-14%,6%,-6%,6%,-7%,-2%,8%
CC(C)(C)NC(=O)CSc1nc2ccc(Nc3nc(N4CCOCC4)nc(N4CCOCC4)n3)cc2s1,-173%[inhibitor],?,-8%,?,-4%,-9%,4%
O=C(NC1CCCCC1)c1ccccc1NC(=S)NC(=O)C1CC1,·,-8%,3%,-11%,-2%,-9%,13%
Cc1ccc(/C=C/C(=O)NCc2ccncc2)cc1,-8%[10 µM],-6%,-3%,20%,-4%,0%,11%
O=C(NC(=S)Nc1nc(-c2ccccc2)cs1)c1cncc(Br)c1,-7%,-5%,-6%,?,-7%,1%,-5%
c1ccc(OCCN2C3=NCCN3c3ccccc32)cc1,3%,-4%,-4%,-12%,-9%,1%,4%
C(=C\c1ccccc1)/C=N/Nc1nc(N2CCCCC2)nc(N2CCCCC2)n1,-13%,-4%[0.0737 µM],1%,0%,-6%,4%,10%
COC(=O)c1ccc(C23CC4(C2)[C@H](CN(Cc2ccc(-c5ccccc5)cc2)[C@@H]4c2ccccc2)C3c2ccc(C(F)(F)F)cc2)cc1 (stereo partly drawn),-50%[inhibitor],·,-5%&5%,-28%[9.22 µM],-1%&-4%,·,-3%
O=C(CC1C(=O)NCCN1C(=O)Nc1ccc(C(F)(F)F)cc1)Nc1ccc(F)cc1 (stereo not drawn),-14%[10 µM],·,7%,0%[9.22 µM],-6%,·,-14%
Cc1nc(-c2ccc(Cl)cc2)sc1C1(C)CC(c2cccc(F)c2)=NO1 (stereo not drawn),-7%[10 µM],·,?,-32%[9.22 µM],4%,·,-3%
COc1cccc(NC(=O)Cn2c(CCC(=O)O)ccc2-c2ccccc2)c1,-15%,·,-5%,1%,4%,-4%,6%
COc1ccc([C@@H]2C[C@@H](c3ccccc3)Oc3cc(OC)c(OC)c(OC)c32)cc1,13%[10 µM],·,9%,16%[9.22 µM],2%,·,-6%
CN(C)CCNC(=O)Nc1ccc(Cl)c(Cl)c1,1%,13%,5%,-7%,-2%,-4%,4%
